Assay outcomes (PubChem BioAssay)
APP 5UTR inh – APP translation inhibition. SH-SY5Y APP 5'UTR-luciferase reporter, luminescence. inhibition, % at 2 µM. 190,000 tested, 0.82% active;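 active = inhibition above a set limit, derived from the sample mean plus 3 SD, cut at about 45% in these data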; also: values of inactives mirror those of a sister screen read the other way
Diaph inh CS – diaphorase inhibition or chemical oxidation counter-screen | diaphorase resazurin-to-resorufin fluorescence, NADH, 16 min; bacterial (C. kluyveri) enzyme, not human | inhibition, % at 20 µM | 190,000 tested, 0.69% active;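 active = primary screen inhibition at 20 µM above a set limit, cut at about 50% in these data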;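 also: plate controls were DMSO with full reaction for no effect and wells lacking NADH for full effect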
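Assay system – diaphorase enzyme from Clostridium kluyveri · Amount – diaphorase 0.14 U/mL (working solution) · Times – reaction incubation of 16 min at room temperature · Controls – No-NADH positive control and DMSO neutral control · Signal – resorufin fluorescence 544/590 nm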
FLuc stim CS – firefly luciferase counter-screen for stimulation assays; P08659; ATPlite luciferase biochemical, luminescence, 10 min; 0 = ATP-free wells, 1 = DMSO control; activation factor at 10 µM; 200,000 tested, under 10 active; AID 1027;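 active = luciferase activation factor, scaled between plate controls, of at least 2 with compound at 10 µM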
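System: cell-free luciferase reagent; medium: PBS as buffer for the ATP substrate; doses: test compounds dosed from 2 mM stocks in 100% DMSO; incubation: 10 min, room temperature; measured by: luminescence from luciferase reaction; read-out: luciferase activation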
FLuc inh counter – counter-screen for luciferase assay inhibitors: firefly luciferase inhibition; ATPLite firefly luciferase biochemical luminescence, 10 min; inhibition, % at 10 µM; 200,000 tested, 1.5% active;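 active = inhibition above about 50% when tested at 10 µM, limit read from the data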
Diaph act CS – activates diaphorase or chemically reduces, flagging diaphorase assay artifacts | Diaphorase/resazurin coupled assay, resorufin fluorescence, 16 min; active compounds read high; 1 = vehicle wells, 0 = NADH-free wells | activation factor at 20 µM | 190,000 tested, 0.005% active | AID 1229;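 active = diaphorase activity raised at least twofold by the compound at 20 µM; inactive = activation factor below 2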
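Test system: Clostridium kluyveri diaphorase, purified enzyme. Buffer or medium: 50 mM HEPES pH 7.4 buffer plus MgCl2 and Tween 20. Also added: 0.114 mM NADH and 0.1 mM resazurin, final amounts. Dosing: compound 20 µM once, DMSO 1%. Schedule: 16 min enzyme reaction, ambient temperature. Detection: fluorescence of resorufin, 544 nm excitation, 590 nm emission.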
NF-kB expr up – raises NF-kB expression in human neuronal cells; NF-kB reporter expression; active compounds read high; fold change at 12.5 µM; 190,000 tested, 1.6% active; AID 1239; in the data active = fold change above about 3.3
TLR4 MyD88 comp – TLR4-MyD88 interaction inhibition in cells; HeLa CL3-4 TLR4/MyD88 BLA complementation, FRET ratio; inhibition, % at 8.4 µM; 200,000 tested, 0.18% active; in the data active = inhibition above about 25%;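 also: 0% = vehicle and 100% = reference inhibitor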
Target sequence (O00206 whole entry, looked up): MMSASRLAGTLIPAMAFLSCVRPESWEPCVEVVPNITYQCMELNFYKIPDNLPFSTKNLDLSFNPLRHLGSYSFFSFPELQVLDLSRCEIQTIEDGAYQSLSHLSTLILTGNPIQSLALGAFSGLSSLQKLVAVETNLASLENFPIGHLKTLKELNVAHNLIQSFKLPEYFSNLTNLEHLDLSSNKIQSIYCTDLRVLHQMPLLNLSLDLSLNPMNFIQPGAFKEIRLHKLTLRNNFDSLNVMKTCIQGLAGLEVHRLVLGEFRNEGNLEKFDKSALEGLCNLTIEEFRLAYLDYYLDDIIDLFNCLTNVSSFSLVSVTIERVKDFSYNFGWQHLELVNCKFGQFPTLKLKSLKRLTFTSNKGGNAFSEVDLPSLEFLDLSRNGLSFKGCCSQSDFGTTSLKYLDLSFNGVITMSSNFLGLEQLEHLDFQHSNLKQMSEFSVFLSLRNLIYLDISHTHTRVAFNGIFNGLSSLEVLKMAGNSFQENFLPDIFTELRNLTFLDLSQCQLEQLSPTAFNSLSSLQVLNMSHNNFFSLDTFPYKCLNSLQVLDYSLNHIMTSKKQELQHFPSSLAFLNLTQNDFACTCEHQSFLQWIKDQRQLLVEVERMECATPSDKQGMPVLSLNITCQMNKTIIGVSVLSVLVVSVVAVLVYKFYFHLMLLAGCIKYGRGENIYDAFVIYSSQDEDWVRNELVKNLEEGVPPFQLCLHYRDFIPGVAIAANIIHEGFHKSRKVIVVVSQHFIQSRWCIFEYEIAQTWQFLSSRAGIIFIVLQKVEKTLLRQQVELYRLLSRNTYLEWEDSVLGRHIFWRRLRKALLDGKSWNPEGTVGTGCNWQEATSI
Target sequence (Q99836 whole entry, looked up): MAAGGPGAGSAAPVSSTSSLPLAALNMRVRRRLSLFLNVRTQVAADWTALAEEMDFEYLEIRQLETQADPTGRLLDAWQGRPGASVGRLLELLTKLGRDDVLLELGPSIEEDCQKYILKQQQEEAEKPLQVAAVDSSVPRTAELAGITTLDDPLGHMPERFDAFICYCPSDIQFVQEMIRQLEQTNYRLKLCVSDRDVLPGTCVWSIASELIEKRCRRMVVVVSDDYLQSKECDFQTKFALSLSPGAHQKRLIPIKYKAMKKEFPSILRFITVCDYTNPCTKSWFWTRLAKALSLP
APP 5'UTR act – APP 5'UTR luciferase reporter activation | 190,000 tested, 1% active | AID 1276 | activation, % at 2 µM | SH-SY5Y APP 5'UTR luciferase reporter, luminescence; zero percent = DMSO vehicle wells;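 active = activation above a set limit, based on mean plus 3 SD of controls, cut at about 140% in these data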; also: values of inactives mirror those of a sister screen read the other way
G6PDH counter – counter-screen for G6PDH assay hits: L. mesenteroides G6PDH inhibition; Purified L. mesenteroides G6PDH, diaphorase/resazurin coupled fluorescence, 45 min; inhibition, % at 5 µM; 200,000 tested, 0.12% active; AID 1020; in the data active = inhibition above about 50%
STAT1 activator – activators of IFN-gamma induced STAT1 signaling; 200,000 tested, 2.6% active; NIH 3T3 STAT1-luciferase reporter, luminescence; 100% = IFN-gamma alone, no compound; AID 932; activation (% of control), % at 5.5 µM;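 active = activation above the screen-wide mean activation plus 3 SD, cut at about 130% in these data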;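 also: raw ratio to IFN-gamma control signal so 100% means no change and 0% no light; values of inactives mirror those of a sister screen read the other way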
Numbers without * were called inactive; . = not tested or not shown. Outcome played no part in choosing rows; 5.6% or so of the library scored in one or more.

SMILES	APP 5UTR inh	Diaph inh CS	FLuc stim CS	FLuc inh counter	Diaph act CS	NF-kB expr up	TLR4 MyD88 comp	APP 5'UTR act	G6PDH counter	STAT1 activator
CC(C)C(=O)Nc1nnc(SCC(=O)Nc2ccc3c(c2)OCCO3)s1	-7	15	1	-5	0.8	0.99	3	7	1	97
Cn1cnnc1SCC(=O)Nc1ccc2c(c1)CCC2	-6	10	1	0	0.9	1.5	-4	6	7	99
CCC1(c2ccccc2)NC(=S)N(c2cccc(C)c2C)N1 (centres undefined)	-19	13	1.1	-9	0.9	0.98	-17	19	2	102
CCc1ccc(NCCC(=O)c2ccc(Br)cc2)cc1	-5	5	1	1	1	1.4	6	5	10	96
C=CCNC(=S)Nc1ccc(Cl)cc1	6	13	1.1	-5	0.9	1.2	-17	-6	9	95
CCSc1nnc(NC(=O)C(C(F)(F)F)C(F)(F)F)s1	-5	13	1	-1	0.9	0.96	-4	5	4	108
CN1CCN(C2=Cc3cc(Cl)ccc3Sc3cc(F)ccc32)CC1	-4	-5	1	-1	1	0.87	-1	4	-2	99
Cc1cccc(-n2nnc(C(=O)NCc3ccccn3)c2N)c1	-13	10	1	-3	0.9	1.3	-1	13	-1	115
COc1cccc(CN=c2c([N+](=O)[O-])nn(-c3ccccc3C)n2O)c1	-9	18	1.1	-7	0.8	0.81	6	9	-1	90
O=S(=O)(NCCc1csc(-c2ccccc2)n1)c1ccc2c(c1)OCCO2	-18	18	1.1	-9	0.8	1	2	18	17	101
O=C(O)c1cccn2c(=O)c3ccccc3nc12	8	32	1	-3	0.7	1.1	20	-9	0	104
CCN(CC)S(=O)(=O)c1cc(OCC(N)=O)c(C)cc1Cl	-2	1	1	-3	1	0.92	-9	2	-9	99
CC1(C(=O)CSc2ncn[nH]2)CCC(=O)O1 (centres undefined)	-27	17	1	-5	0.8	1.3	3	27	-3	95
CCOC(=O)c1c(NC(=O)C[n+]2ccccc2)sc2c1CCCC2	12	-7	1	-5	1.1	1.1	-12	-12	1	111
COC(=O)c1cc(C#N)c(NCc2ccc(Cl)cc2Cl)nc1C	16	-1	1.1	-12	1	1.1	0	-16	6	98
Cc1c(C(=O)NC2CC2)oc2ccc(S(=O)(=O)N3CCCCCC3)cc12	.	16	1.1	-7	0.8	0.69	.	.	5	.
CC(C)OC(=O)c1c(NC(=O)c2cnn3c2NC(c2ccccc2)CC3C(F)F)sc2c1CCCC2 (centres undefined)	-24	10	1.1	-6	0.9	0.88	-15	24	-11	92
c1csc(-c2ncc3ccccn23)c1	-18	13	0.9	8	0.9	1	-6	18	-13	104
CCCNC(=O)CN(c1cccc(F)c1)S(C)(=O)=O	-4	3	1.1	-6	1	1.2	3	4	-1	91
COCc1ccccc1Cn1cnc2c1c(=O)n(C)c(=O)n2C	-8	3	1.1	-8	1	0.77	-3	8	-8	90

The closing 6 compounds of the part above come first, to join the parts.
SMILES	APP 5UTR inh	Diaph inh CS	FLuc stim CS	FLuc inh counter	Diaph act CS	NF-kB expr up	TLR4 MyD88 comp	APP 5'UTR act	G6PDH counter	STAT1 activator
COC(=O)c1cc(C#N)c(NCc2ccc(Cl)cc2Cl)nc1C	16	-1	1.1	-12	1	1.1	0	-16	6	98
Cc1c(C(=O)NC2CC2)oc2ccc(S(=O)(=O)N3CCCCCC3)cc12	.	16	1.1	-7	0.8	0.69	.	.	5	.
CC(C)OC(=O)c1c(NC(=O)c2cnn3c2NC(c2ccccc2)CC3C(F)F)sc2c1CCCC2 (centres undefined)	-24	10	1.1	-6	0.9	0.88	-15	24	-11	92
c1csc(-c2ncc3ccccn23)c1	-18	13	0.9	8	0.9	1	-6	18	-13	104
CCCNC(=O)CN(c1cccc(F)c1)S(C)(=O)=O	-4	3	1.1	-6	1	1.2	3	4	-1	91
COCc1ccccc1Cn1cnc2c1c(=O)n(C)c(=O)n2C	-8	3	1.1	-8	1	0.77	-3	8	-8	90
O=C1c2ccccc2C(=O)N1CCc1csc(-c2cccc(F)c2)n1	-7	33	1	-4	0.7	1.1	-2	7	-25	104
CCSc1nnc(C)n1-c1ccc(C(=O)O)cc1	-10	5	1	2	0.9	0.9	-3	10	10	103
COc1ccc(-c2csc(NC(=O)COC(=O)C3=COCCO3)n2)cc1	-45	-1	1	-4	1	1.2	-5	45	0	130*
O=C(COc1ccc(Cl)cc1)N1CCN(c2ccc([N+](=O)[O-])c(N3CCOCC3)c2)CC1	22	18	1	-1	0.8	0.51	1	-22	-20	104
O=C(O)c1cccc(-n2cnnn2)c1	-8	7	1.1	-8	0.9	1.1	-9	8	2	103
O=C1C(Cl)=C(N2CCN(c3ccccc3[N+](=O)[O-])CC2)C(=O)c2ccccc21	18	40	1	0	0.6	0.52	17	-18	42	103
Cc1cc(C)n(C(=O)Cn2nc(C(F)F)cc2C)n1	-3	10	1	-5	0.9	1.2	3	3	-1	98
COCCCn1c(SCC(=O)Nc2ccc3c(c2)OCCO3)nnc1-c1ccoc1C	2	15	1	-3	0.9	0.86	18	-2	-3	102
OC1CCCN(C(=S)NCc2ccccc2)C1 (centres undefined)	7	8	1	-2	0.9	1.1	2	-7	16	98
CCCCOC(=O)C1CCC[C@@H](C)N1 (some centres undefined)	8	6	1.1	-9	0.9	1	-22	-7	2	95
COCCCNc1nc2nonc2nc1N1CCN(C2CCCC2)CC1	-1	12	1.1	-7	0.9	0.97	-3	1	10	110
O=C(Nc1ccn(Cc2cccc3ccccc23)n1)c1cccnc1	-2	12	1	0	0.9	1	-4	2	2	88
Nc1nnc(SCc2nnc(-c3ccccc3)o2)s1	-11	9	1	2	0.9	1.1	-3	11	8	103
COc1cc2[nH]c(=O)n3nc(-c4ccccc4)nc3c2cc1OC	-2	23	1	4	0.8	0.88	-14	2	4	99
O=C1CC(NCc2ccncc2)C(=O)N1c1ccc(Cl)cc1 (centres undefined)	7	11	1	-1	0.9	1.1	1	-7	2	103
Cc1cccc(NC(=S)NCc2cccs2)c1C	2	3	1	-2	1	1.2	13	-2	2	107
O=C(NC1CCCCCC1)C1c2ccccc2C(=O)N1C1CC1 (centres undefined)	6	16	1	-4	0.8	1.1	0	-7	-1	81
CCn1c(SCC(=O)Nc2cc(C)c(Cl)cc2OC)nnc1-c1ccco1	19	24	1.1	-5	0.8	0.74	-3	-19	-25	105
CSc1ccccc1C(=O)NCCCOC(C)C	14	5	1.1	-8	1	1.3	1	-14	-4	106
Cc1noc(C)c1C(=O)N1CCC(CO)(Cc2ccccc2)CC1	-15	20	1	-4	0.8	1.5	-4	15	7	105

The list goes on, overlapping the part above by 5 compounds.
SMILES	APP 5UTR inh	Diaph inh CS	FLuc stim CS	FLuc inh counter	Diaph act CS	NF-kB expr up	TLR4 MyD88 comp	APP 5'UTR act	G6PDH counter	STAT1 activator
Cc1cccc(NC(=S)NCc2cccs2)c1C	2	3	1	-2	1	1.2	13	-2	2	107
O=C(NC1CCCCCC1)C1c2ccccc2C(=O)N1C1CC1 (centres undefined)	6	16	1	-4	0.8	1.1	0	-7	-1	81
CCn1c(SCC(=O)Nc2cc(C)c(Cl)cc2OC)nnc1-c1ccco1	19	24	1.1	-5	0.8	0.74	-3	-19	-25	105
CSc1ccccc1C(=O)NCCCOC(C)C	14	5	1.1	-8	1	1.3	1	-14	-4	106
Cc1noc(C)c1C(=O)N1CCC(CO)(Cc2ccccc2)CC1	-15	20	1	-4	0.8	1.5	-4	15	7	105
Cc1c(NC(=O)c2n[nH]c(=O)c3ccccc23)c(=O)n(-c2ccccc2)n1C	0	7	1.1	-10	0.9	1.1	4	0	-13	103
O=C(CC12CC3CC(CC(C3)C1)C2)NC(Cc1ccccc1)C(=O)O (centres undefined)	-3	2	1.1	-10	1	1.3	1	3	8	100
Fc1cccc(Cl)c1Cn1nnc(-c2ccc(N3CCOCC3)cc2)n1	-7	28	1.1	-6	0.7	1.1	10	7	-16	101
O=C(Cc1ccc(Br)cc1)NC1CCSC1=O (centres undefined)	-8	8	1.1	-9	0.9	1.1	6	8	-2	100
O=C(NC1CCSC1=O)c1cccc(C(=O)NC2CCSC2=O)c1 (centres undefined)	-9	15	1	-3	0.8	1.1	4	9	1	101
Cc1ccc2c(c1)N(C(C)C(=O)NCCc1ccccc1)C(=O)CO2 (centres undefined)	-14	6	1.1	-8	0.9	1.1	6	14	-12	101
COc1ccc(NS(=O)(=O)c2ccc(Cl)c(C(=O)O)c2)cc1S(=O)(=O)N1CCCCC1	19	-16	0.9	6	1.2	1.1	-3	-19	0	108
CC(=O)N/C(=C/c1ccc2c(c1)OCO2)C(=O)Nc1ccccc1	-5	13	1.1	-5	0.9	1.2	8	5	-6	106
C1CCN(C2CCN(c3nc4nonc4nc3N3CCSCC3)CC2)C1	2	14	1.1	-8	0.9	1.1	-8	-2	8	101
Cc1ccc2c(c1)[nH]c1c(=O)n(CCN3CCCCC3)cnc12	-8	-2	1.1	-7	1	1.4	-3	8	6	99
CCOC(=O)Cc1csc(SCC(=O)Nc2cc(Cl)ccc2Oc2ccccc2)n1	-12	0	1.1	-6	1	0.81	-14	12	4	102
COC(=O)c1ccc(NC(=O)CN(c2ccc(C)cc2)S(=O)(=O)c2c(C)nn(C)c2C)cc1	11	19	1	-5	0.8	1.2	-14	-11	8	98

Fetched by structure from the list above:
SMILES	APP 5UTR inh	Diaph inh CS	FLuc stim CS	FLuc inh counter	Diaph act CS	NF-kB expr up	TLR4 MyD88 comp	APP 5'UTR act	G6PDH counter	STAT1 activator
C1CCN(C2CCN(c3nc4nonc4nc3N3CCSCC3)CC2)C1	2	14	1.1	-8	0.9	1.1	-8	-2	8	101
CN1CCN(C2=Cc3cc(Cl)ccc3Sc3cc(F)ccc32)CC1	-4	-5	1	-1	1	0.87	-1	4	-2	99
